Screens as filed in PubChem.
DUSP3 inh: VHR1 phosphatase inhibitors, primary screen, biochemical, absorbance, uHTS; recombinant VHR phosphatase, pNPP absorbance; inhibition, % at 13.3 µM; 0.52% of 290,000 active; AID 1654, 2009; in the data active means inhibition above about 50%; further: some compounds called inactive have numbers as strong as hits
SARS 3CLpro inh: SARS-CoV 3CLpro protease inhibitors, primary screen, biochemical, quenched FRET; recombinant SARS-CoV 3CLpro, quenched FRET peptide cleavage; 0.14% of 290,000 active; inhibition, % at 6 µM; Replicase polyprotein 1ab (Severe acute respiratory syndrome coronavirus), P0C6X7; AID 1706, 2009; in the data active means inhibition above about 12%
Rv3671c protease: Rv3671c serine protease inhibitors, primary screen, biochemical, fluorescence polarization, M. tuberculosis H37Rv | inhibition, % at 5.96 µM | 0.048% of 320,000 active; in the data active means inhibition above about 38%;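 further: extracellular domain of Rv3671c used as enzyme; 0% = enzyme with DMSO and 100% = no enzyme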
Target sequence (P9WHR9 whole entry, looked up, the tested form may be a part): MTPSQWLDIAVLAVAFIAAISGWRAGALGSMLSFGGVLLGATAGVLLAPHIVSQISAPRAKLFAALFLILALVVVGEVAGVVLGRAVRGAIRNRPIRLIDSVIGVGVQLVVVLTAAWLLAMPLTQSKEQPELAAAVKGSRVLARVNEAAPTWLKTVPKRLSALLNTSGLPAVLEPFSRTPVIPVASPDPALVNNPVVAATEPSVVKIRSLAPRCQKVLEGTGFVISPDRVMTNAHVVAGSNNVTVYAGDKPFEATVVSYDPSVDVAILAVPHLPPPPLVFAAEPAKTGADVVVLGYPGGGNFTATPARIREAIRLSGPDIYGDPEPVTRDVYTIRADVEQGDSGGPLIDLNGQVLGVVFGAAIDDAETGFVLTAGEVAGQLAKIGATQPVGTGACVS
UGM FP inh: M. tuberculosis UGM enzyme inhibitors, primary screen, biochemical, fluorescence polarization, single point | purified UGM, fluorescence polarization probe displacement | inhibition, % at 10 µM | 0.06% of 320,000 active; in the data active means inhibition above about 10%, passing the limit was not always enough
Target sequence (P9WIQ1 whole entry, looked up): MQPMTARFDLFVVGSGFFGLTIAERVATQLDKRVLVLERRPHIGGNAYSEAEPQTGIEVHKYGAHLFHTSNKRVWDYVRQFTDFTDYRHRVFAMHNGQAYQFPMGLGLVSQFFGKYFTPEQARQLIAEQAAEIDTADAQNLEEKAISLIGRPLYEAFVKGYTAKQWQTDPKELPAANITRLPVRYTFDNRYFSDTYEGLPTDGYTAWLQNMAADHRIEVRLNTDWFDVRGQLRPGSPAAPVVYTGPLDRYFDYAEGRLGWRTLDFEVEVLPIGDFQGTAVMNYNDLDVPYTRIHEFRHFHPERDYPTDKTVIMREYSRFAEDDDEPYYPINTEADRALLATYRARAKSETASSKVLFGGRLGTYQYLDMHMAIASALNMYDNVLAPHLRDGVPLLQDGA
MazEF act: activators of E. coli MazEF toxin-antitoxin RNase, primary screen, biochemical, fluorescence, uHTS. Endoribonuclease toxin MazF (Escherichia coli (strain K12)), P0AE70. FAM/BHQ RNA-DNA oligo cleavage fluorescence, 5 h. activation, % at 20 µM. 0.32% of 350,000 active. AID 504720, 2011; in the data active means activation above about 50%
Target sequence (P0AE70 whole entry, looked up): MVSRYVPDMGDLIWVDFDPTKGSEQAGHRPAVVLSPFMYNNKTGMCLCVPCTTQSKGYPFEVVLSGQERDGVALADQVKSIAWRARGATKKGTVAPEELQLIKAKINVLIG
Mtb BioA inh: M. tuberculosis BioA enzyme inhibitors, primary screen, biochemical, plate reader, single point, HTS | 7,8-diaminopelargonic acid synthase BioA (Mycobacterium tuberculosis) | purified M. tuberculosis BioA enzyme | inhibition, % at 9.99 µM | 0.096% of 360,000 active; in the data active means inhibition above about 40%
Mtb FBA inh: Mtb FBA enzyme inhibitors, primary screen, biochemical, fluorescence, strain H37Rv | Fructose-bisphosphate aldolase (Mycobacterium tuberculosis (strain ATCC 25618 / H37Rv)), … | purified M. tuberculosis FBA, fluorescence read-out | inhibition, % at 1 µM | 2.3% of 360,000 active | AID 588726, 2011; in the data active means inhibition above about 27%;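 further: 0% = vehicle and 100% = reference inhibitor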
PriA SSB inh: inhibitors of Klebsiella pneumoniae PriA binding to SSB C-terminal tail, primary screen, biochemical, AlphaScreen | AlphaScreen SSBct-PriA binding, biotinylated peptide | inhibition, % at 33 µM | 0.6% of 430,000 active; in the data active means inhibition mostly above about 37%, no sharp cut-off; inactive means mostly below about 20%;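 further: plate controls were negative control peptide for no effect and reference peptide for full effect; strong numbers were not always called active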
GDH-TPI counter: GDH-TPI coupling enzyme inhibitors, primary screen, artefact control for M. tuberculosis FBA inhibitor project, biochemical, absorbance, full deck; GDH-TPI coupled enzyme counterscreen, NADH absorbance; inhibition, % at 4.8 µM; 1.2% of 360,000 active; in the data active means inhibition above about 30%;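 further: 0% = DMSO wells and 100% = wells lacking the enzyme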
BH1578 lux ind: inducers of Vibrio cholerae quorum light production without autoinducers, primary screen, BH1578 luxS cqsA deficient, single point. activation, % at 18.7 µM. 0.16% of 350,000 active. V. cholerae BH1578 lux reporter, luminescence, 6 h; in the data active means activation mostly above about 9.7%, no sharp cut-off; further: not every result past the cut was called active; inactives centre near 0; reference of the scale not given here
An asterisk follows results filed as active; i = inactive; nt = no result given; & = joins results of further samples. Only part of the results is shown (hit frequency here may not be typical).

SMILES	DUSP3 inh	SARS 3CLpro inh	Rv3671c protease	UGM FP inh	MazEF act	Mtb BioA inh	Mtb FBA inh	PriA SSB inh	GDH-TPI counter	BH1578 lux ind
COc1ccccc1N1CCN(C(=O)c2ccc(NS(=O)(=O)c3ccc(C)cc3)cc2)CC1	19	3	9	-2.6	9	-0.4	-5	-20	4	0.8
CCCCOP(=O)(c1ccc(N(C)C)cc1)C(O)c1ccccc1F (configuration not stated)	15	5	-1	2.7	-1	-1.6	-2	6	8	-0.2
Cc1cc(C(=O)OCC(=O)N2c3ccccc3NC(=O)C2(C)C)c(C)n1-c1ccccc1	13	-1	-11	2.4	3	3.3	-1	16	7	i
O=C(c1ccccc1)c1sc(N2CCOCC2)nc1-c1ccccc1	5	3	-7	-2.4	-3	0.7	0	-21	11	8.3
COC(=O)c1c(O)cc(C(C)(C)C)n(-c2ccc(F)cc2)c1=O	-16	5	-4	0.7	-18	nt	-1	-4	8	i
CC(=O)Nc1ccc(S(=O)(=O)N2CCN(S(=O)(=O)N3CCC(C)CC3)CC2)cc1	12	3	3	0.5	-8	-1.9	-2	-6&-4&7	1	-0.5
COc1cc(OC)cc(C(=O)NN2CCOCC2)c1	39	-5	3	1.3	1	-1.8	11	-13	12	i
O=C1OCCC/C1=C\c1ccc2c(c1)OCO2	27	-5	-8	2.5	-14	6.4	1	7	5	-0.6
COc1ccc(Cl)cc1S(=O)(=O)NCc1nc2nc(C)cc(C)n2n1	2	0	1	0.3	5	-1.3	0	-13	10	-0.2
COCCNC(=O)C1CCCN(C(=O)c2nc(C)oc2C)CC1 (configuration not stated)	nt	nt	nt	nt	nt	-1.7	9	nt	10	-0.2
COc1ccc(CC(=O)NCc2ccc3c(c2)cc(C)n3C)cc1	19	-2	8	-2.6	-29	3.4	-1	13	7	i
O=C(CSc1nnc(NC(=O)C2CC2)s1)Nc1ccccc1C(F)(F)F	1	-1	-7	-3.0	0	-0.7	3	5	0	-0.3
NS(=O)(=O)c1ccc(Nc2ccc3cc(S(=O)(=O)N4CCCCC4)ccc3n2)cc1	-14	7	-52	-1.3	5	8.6	16	-15	24	-0.5
Cc1cnc(NC(=O)c2cc3ccccc3o2)s1	32	2	-2	-0.5	7	nt	-4	-5	0	i
COc1ccc(CCC(=O)NCCS(=O)(=O)N2CCN(c3ccc(OC)cc3)CC2)cc1	-17	5	7	0.0	2	-1.5	3	1	10	-0.3
CCOc1ccc(-c2noc(CCC(=O)NC)n2)cc1OCC	12	0	2	-1.2	7	-3.0	-5	-2	-1	i
O=CN1CC(=O)N(c2ccccc2)c2c([nH]c3ccccc23)C1	-3	1	-1	-2.0	-3	5.6	5	-11	8	-0.4
O=C(Nc1ccc(-c2nc3ccccc3o2)cc1)c1ccc2c(c1)OCO2	-24	3	-14	3.1	-11	-1.0	1	-7	36*	-0.4
CCC(=O)Nc1ccc(-c2nnc(SCc3ccc(C(=O)Nc4nccs4)cc3)n2CC)cc1	16	2	-8	0.0	9	-1.3	-5	2	3	nt
CN(C)CCNCc1ccc(OC2CCCC2)cc1	-14	2	-14	-0.8	-3	-0.2	1	-12	-1	-6.2

One compound at a time, as listed above. Order of values: DUSP3 inh, SARS 3CLpro inh, Rv3671c protease, UGM FP inh, MazEF act, Mtb BioA inh, Mtb FBA inh, PriA SSB inh, GDH-TPI counter, BH1578 lux ind
Profile of O=CN1CC(=O)N(c2ccccc2)c2c([nH]c3ccccc23)C1 : -3, 1, -1, -2.0, -3, 5.6, 5, -11, 8, -0.4
Profile of CCC(=O)Nc1ccc(-c2nnc(SCc3ccc(C(=O)Nc4nccs4)cc3)n2CC)cc1 : 16, 2, -8, 0.0, 9, -1.3, -5, 2, 3, nt
Profile of COc1cc(OC)cc(C(=O)NN2CCOCC2)c1 : 39, -5, 3, 1.3, 1, -1.8, 11, -13, 12, i
Profile of COc1ccccc1N1CCN(C(=O)c2ccc(NS(=O)(=O)c3ccc(C)cc3)cc2)CC1 : 19, 3, 9, -2.6, 9, -0.4, -5, -20, 4, 0.8
Profile of O=C1OCCC/C1=C\c1ccc2c(c1)OCO2 : 27, -5, -8, 2.5, -14, 6.4, 1, 7, 5, -0.6

Going on with the list.
SMILES	DUSP3 inh	SARS 3CLpro inh	Rv3671c protease	UGM FP inh	MazEF act	Mtb BioA inh	Mtb FBA inh	PriA SSB inh	GDH-TPI counter	BH1578 lux ind
CN(C)/C=C/C(=O)c1ccc2noc(-c3ccccc3)c2c1	27	6	-29	2.0	3	-2.1	0	19	22	-0.3
COc1ccc(-c2nc3ccccc3s2)cc1O	6	5	-15	3.4	11	-0.4	9	-8	36*	-0.6
CCOC(=O)C1=C(C)N(C2CCCCC2)C(=O)C1	-8	-3	1	-1.9	1	-0.4	0	-16	15	-1.0
Cc1ccc(C(=O)N2CC(C(=O)O)C2)cc1	12	3	-1	0.9	-1	nt	3	-6	-4	3.3
Cc1cc(O)cc2c1C1CCC3(C)C(O)CCC3C1C=C2 (configuration not stated)	nt	nt	nt	nt	0	nt	-1	4	0	nt
COc1ccccc1CNC(=O)CCc1ccccc1	-12	-2	-2	-0.3	7	-0.2	1	-3	2	-0.3
COC(=O)C1=C(c2ccccc2OCc2ccccc2)C[C@@H]2CC[C@H]1N2C(=O)NCc1ccccc1	nt	nt	-15	-2.4	-3	-1.2	2	0	1	-3.6
COC(=O)c1sccc1NC(=O)COc1ccc(C)cc1	31	3	0	-1.4	-22	nt	1	-15	-6	-0.3
CC(=O)C1=C(O)C(=O)OC1c1ccc(C)cc1 (configuration not stated)	6	8	-2	0.9	1	-1.8	-1	-4	3	0.5
CC1(C(=O)NS(=O)(=O)c2cccc(Cl)c2)CCN1C(=O)CCc1cccs1 (configuration not stated)	nt	nt	nt	nt	nt	-1.1	0	nt	4	-0.8
Oc1ccc2ccccc2c1C=NC12CN3CCN(CN(C3)C1)C2	23	1	-36	3.2	1	-0.5	1	19	9	i
Cc1cccc(C)c1NC(=O)CNC(=O)c1ccc(NS(=O)(=O)c2ccc3[nH]c(=O)[nH]c3c2)cc1	nt	nt	-5	2.2	8	-2.1	0	1	4	-5.6
O=C(CSC1=NCCS1)NCc1ccco1	9	0	0	0.8	6	0.8	3	-6	2	-0.3
Cc1cnc(C(=O)NCCc2ccc(Cl)cc2)cn1	31	-2	nt	0.4	0	7.7	0	-4	4	-0.4
COCCn1c(N2CCN(c3ccccc3)CC2)nc2c1c(=O)n(C)c(=O)n2C	6	4	4	-0.6	8	nt	-1	-8	15	0.1
CN(C)S(=O)(=O)c1cc(NC(=O)CN2CCNC(=O)C2)ccc1Cl	-8	-4	-9	-2.1	-1	0.6	-6	-7	-7	0.6
COc1ccc(NC(=O)CCCNC(=O)Cn2cnc3sc(C)c(C)c3c2=O)c(OC)c1	32	5	13	-1.0	0	-0.5	3	5	2	0.1
COc1ccc(Nc2cc(C(=O)N3CCc4ccccc4C3)c3ccccc3n2)c(OC)c1	2	4	5	1.9	-3	5.8	1	-3	12	-0.3
CC(=O)Nc1ccc(S(=O)(=O)N2CCN(C(=O)c3ccco3)CC2)cc1	nt	-4	-10	0.3	0	-0.2	0	6	12	1.6
COc1cccc(NC(=O)[C@H](Cc2c[nH]c3ccccc23)NC(=O)[C@@H]2Cc3ccccc3CN2)c1	1	2	5	1.1	-20	-2.1	11	20	-2	-0.3

Among those listed so far, these contain fluorine:
SMILES	DUSP3 inh	SARS 3CLpro inh	Rv3671c protease	UGM FP inh	MazEF act	Mtb BioA inh	Mtb FBA inh	PriA SSB inh	GDH-TPI counter	BH1578 lux ind
CCCCOP(=O)(c1ccc(N(C)C)cc1)C(O)c1ccccc1F (configuration not stated)	15	5	-1	2.7	-1	-1.6	-2	6	8	-0.2
COC(=O)c1c(O)cc(C(C)(C)C)n(-c2ccc(F)cc2)c1=O	-16	5	-4	0.7	-18	nt	-1	-4	8	i
O=C(CSc1nnc(NC(=O)C2CC2)s1)Nc1ccccc1C(F)(F)F	1	-1	-7	-3.0	0	-0.7	3	5	0	-0.3

(list continues)
SMILES	DUSP3 inh	SARS 3CLpro inh	Rv3671c protease	UGM FP inh	MazEF act	Mtb BioA inh	Mtb FBA inh	PriA SSB inh	GDH-TPI counter	BH1578 lux ind
O=C(COC(=O)c1cc(S(=O)(=O)Nc2ccccc2Cl)ccc1O)Nc1ccc(F)c(F)c1F	nt	nt	-11	1.6	-2	-2.6	5	1	4	0.0
O=C(Nc1cccc2ccccc12)c1ccccc1Cl	-6	0	-8	1.2	6	1.4	-1	-11	-3	-1.4
COc1ccc(Br)cc1S(=O)(=O)n1ccnc1	45	3	-3	4.4	5	nt	7	10	5	-0.3
Clc1cccc(OCCCCN2CCCCC2)c1	-3	-2	1	-0.2	-8	-0.8	1	2	8	-0.4
COc1cc(/C=C2/C(=N)N3C=CSC3=NC2=O)ccc1OCCCOc1cc(C)ccc1C	48	-1	-2	1.1	-5	nt	-2	4	1	-0.9
CC(C)CC1Nc2ccc(C(=O)NCCCN3CCOCC3)cc2NC1=O (configuration not stated)	22	0	3	0.0	9	-0.5	12	4	10	i
COc1ccc(C(CNC(=O)CN2C(=O)NC3(CC(C)CC(C)(C)C3)C2=O)N2CCOCC2)cc1 (configuration not stated)	3	-1	4	3.9	-7	1.1	6	6	1	1.6
O=C(CN1CCCC1=O)N1CCOCC1	-6	-2	-8	-1.9	8	-3.0	1	-17	3	-0.6
c1ccc(CNc2c(-c3cccc(SC4CCCCC4)c3)nc3ccccn23)cc1	nt	nt	5	2.0	3	0.7	46*	12	16	i
Cc1ccc(-c2csc(C(C)(O)c3cccc(F)c3)n2)cc1C (configuration not stated)	nt	nt	nt	nt	nt	-2.4	-1	nt	-9	-0.8
CCOC(=O)Cn1cnc2scc(-c3ccc(C)cc3)c2c1=O	-9	2	-1	0.2	1	0.1	0	0	-1	-0.2
COc1cc(OC)cc(C(=O)NC(=S)Nc2ccc(NC(=O)c3ccco3)cc2)c1	-4	1	6	0.1	3	nt	0	-3	8	-0.3
COc1ccc2c(c1)-c1nc(NC(=O)c3cccs3)sc1CC2	24	4	-38	0.1	5	nt	1	-28	23	i
O=C(COC(=O)c1cc(S(=O)(=O)N2CCOCC2)ccc1Cl)NCc1ccco1	nt	nt	5	0.6	-5	1.5	1	5	-4	-2.3
